From PubChem
S3 lipid droplet = qHTS Assay for Lipid Storage Modulators in Drosophila S3 Cells | Drosophila S3 cells, BODIPY lipid droplet fluorescence, 18-24 h; cells fed with added oleic acid | lipid storage change, negative = inhibition, % at the top dose, mostly 46.1 µM; hits show Potency in µM | 0.64% of 320,000 active | AID 2685, 2010; active = well fitted inhibition curve with a large enough effect in the signal ratio, with a control signal flat, not every such curve was filed as active; inconclusive = small, poorly fitted or top-dose-only effect, or effect the other way, or a change in a side signal; the % refers to the signal ratio
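Drosophila S3 cells got compounds at several concentrations plus oleic acid (400 uM solution). Laser-scanning cytometry with 488 nm excitation read lipid droplets at 500-530 nm and cells at 575-640 nm. Percent activity was relative to 20 uM Triacsin C.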
S3 lipid droplet cell count max = further read-out of S3 lipid droplet, marked with its call; cell number change, %; measured here: cell count max response;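 cells counted by Cell Tracker Red CMTPX staining in the red channel; peak over a dose series mostly up to 46.1 µM; percent activity relative to internal control wells on each plate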
Active calls of the source: *; i = inactive; ? = inconclusive; . = not tested or not shown. % is scaled to controls: 0 for no effect and ±100 for the full control effect; potency is read from the fitted curve at half-maximal effect.

structure,S3 lipid droplet,S3 lipid droplet cell count max
CCCC12CN3CC(CCC)(CN(C1)C3c1ccccn1)C2=O (stereo unspecified),19.1%,3.6
CN(C)CCc1nc2ccccc2c(=O)n1-c1ccccc1,?,.
COP(=O)(OC)C1(Nc2ccc(C)cc2)CCCCC1,?,.
CN1CCN(c2nc3ccccc3c(=O)n2-c2ccccc2)CC1,?,.
C=CCn1c(O)c(/C=C2/C=c3ccccc3=N2)c(=O)[nH]c1=S,?,.
CC(=O)Nc1cccc([As](=O)(c2cccc(NC(C)=O)c2)c2cccc(NC(C)=O)c2)c1,?,.
COc1ccccc1OC(=O)c1ccc(C)c(S(=O)(=O)N2CCOCC2)c1,?,.
CCOC(=O)c1c(/N=C/c2c(O)n(-c3ccc(F)cc3)c(=S)[nH]c2=O)sc2c1CCCC2,?,.
Cc1ccc2c(c1N)C(=O)c1ccccc1C2=O,?,.
CC1=C2[C@H]3OC(=O)[C@@H](C)[C@@H]3CC[C@@]2(C)C=CC1=O,?,.
CC(C)(C)NC(=S)/N=C(\N)N[N+](=O)[O-],?,.
C=CCN1C(=O)/C(=C/c2ccc(N3CCOCC3)o2)C(=O)NC1=S,?,.
Cc1cc(OCC(=O)O)c2c3c(c(=O)oc2c1)CCCC3,?,.
O=c1[nH]c(=O)n(CCc2ccc(F)cc2)c(O)c1C=NCc1ccc2c(c1)OCO2,?,.
COC(=O)C1=C(c2ccc3ccccc3c2)C[C@@H]2CC[C@H]1N2C(=O)N1CCOCC1,?,.
CC1(c2ccc(Cl)cc2Cl)OCC(Cn2cncn2)O1 (stereo unspecified),-4.4%,-1.4
Cc1ccc([N+](=O)[O-])cc1N,?,.
CN1CC(C#N)C2(O)c3ccccc3CCC2C1 (stereo unspecified),?,.
COC(=O)C1=C(c2ccc(C(C)=O)cc2)C[C@@H]2CC[C@H]1N2C(=O)NCCNC(C)=O,?,.
CC1CCN(c2cc(Br)c([N+](=O)[O-])cc2F)CC1,18.9%,.
CCc1ccc(CN2CCN(Cc3ccc(SC)cc3)CC2)cc1,?,.
COc1ccc(CCN(C)Cc2ccc(F)cc2F)cc1OC,?,.
CC(C)(C)NCC(O)c1cc(Cl)c(N)c(Cl)c1 (stereo unspecified),?,.
COc1ccc2c(c1OC)C(=O)O[C@@H]2[C@H]1c2cc3c(cc2CCN1C)OCO3,?,.
O=C(CCC(=O)N1C[C@H]2C[C@@H](C1)c1cccc(=O)n1C2)NCc1ccccc1C(F)(F)F,?,.
CCN1CCN(Cc2ccc(C)cc2)CC1,?,.
Cc1ccc(Cc2c(C)nc3nc(SCC(=O)N4CCC5(CC4)OCCO5)nn3c2C)cc1,?,.
CN1C(=O)C(Cc2ccc(OCc3ccccc3)cc2)C(=O)N(C)C1=O,8.9%,4.1
CC(=Nc1ccc(F)cc1)c1c(O)n(C)c(=O)[nH]c1=O,-19.3%,6.5
O=C1NC(=O)N(Cc2ccccc2)C(=O)/C1=C\C=C\c1ccco1,?,.
COC(=O)C1=C(c2ccccc2OCc2ccccc2)C[C@@H]2CC[C@H]1N2C(=O)NCc1ccc(OC)cc1,-5.7%,-4.5
O=C1NC(=O)N(c2ccc3c(c2)OCO3)C(=O)/C1=C\c1ccc(-c2ccccc2C(=O)O)o1,?,.
Cc1cccc(C(=O)NC(Oc2ccccc2)C(Cl)(Cl)Cl)c1 (stereo unspecified),?,.
O=C(CN1CC(c2ccccc2)CC1=O)Nc1ccccc1 (stereo unspecified),-0.3%,-1.1
O=C(/C=C/c1ccccc1)c1c(O)n(CCc2ccccc2)c(=O)[nH]c1=O,?,.
COC(=O)C1=C(c2ccc(C(C)=O)cc2)C[C@@H]2CC[C@H]1N2C,i,12.3
CC1(C)CC(=O)C(C=NCCN2CCN(C(=O)Cc3ccc(F)cc3)CC2)=C(O)C1,-1.3%,-0.9
Cc1ccccc1C1=NCC(=O)N(CC(=O)NCc2ccco2)c2sc3c(c21)CCCC3,?,.
COc1ccc(C2(C#N)CC[N+](C)(C)CC2)cc1,?,.
CC(C)c1ccc(N2C(=O)NC(=O)/C(=C/c3cnc(-c4ccccc4)nc3)C2=O)cc1,-4.7%,-8.1

In another format: two of the compounds above
> Cc1ccc(Cc2c(C)nc3nc(SCC(=O)N4CCC5(CC4)OCCO5)nn3c2C)cc1
  S3 lipid droplet: ?; S3 lipid droplet cell count max: .

> CN1C(=O)C(Cc2ccc(OCc3ccccc3)cc2)C(=O)N(C)C1=O
  S3 lipid droplet: 8.9%; S3 lipid droplet cell count max: 4.1

(further entries)
structure,S3 lipid droplet,S3 lipid droplet cell count max
O=c1[nH]c2c(c(=O)n1C1CCCCC1)CCC2,?,.
NC(Cc1cc(O)c(O)cc1O)C(=O)O (stereo unspecified),?,.
OC1/C(=C/c2ccccc2F)N2CCC1CC2 (stereo unspecified),-11.4%,3.9
CCOc1cc2[nH]c(=S)n(CCCC(=O)N3CCC4(CC3)OCCO4)c(=O)c2cc1OCC,?,.
COC(=O)[C@@H]1C[C@H]1[C@@H](NP(=O)(c1ccccc1)c1ccccc1)c1ccccc1,?,.
Brc1ccc(Oc2ccc(Br)cc2Br)c(Br)c1,?,.
O=c1[nH]c(=O)n(CCc2ccc(F)cc2)c(O)c1/C=N/N1CCCCC1,?,.
c1ccc(CCNCc2cccnc2)cc1,?,.
O=c1[nH]c(=O)n(-c2ccccc2)c(O)c1C=NC12CN3CN(CN(C3)C1)C2,?,.
COC(=O)C1=C(c2ccc(F)cc2F)C[C@@H]2CC[C@H]1N2C(=O)NCCO,?,.
Cc1cc(C)cc(N2C(=O)/C(=C\c3ccc(N4CCN(C)CC4)o3)C(=O)NC2=S)c1,-27.7%,-4.6
c1ccc(CCn2nnnc2CN2CCC(n3nnc4ccccc43)CC2)cc1,23.2%,-7.7
O=S(=O)(NC1CCCCCCC1)OCC(Cl)(Cl)Cl,?,.
C#CCN[C@H](C)Cc1ccccc1,-2.2%,-13.7
O=C(CN1CCCC1=O)Nc1ccccc1,?,.
O=C(NCC(c1cccnc1)N1CCN(c2ccccc2)CC1)Oc1ccccc1 (stereo unspecified),5.2%,-1.3
CCOC(=O)C1=C(N)Oc2cc(C)oc(=O)c2C12C(=O)N1c3c(cccc32)C(C)=CC1(C)C (stereo unspecified),5.0%,.
Clc1ccc(CNCCc2ccc3c(c2)OCO3)cc1,11.5%,3.1
S=C1CN=C(c2ccccc2)c2cc(Cl)ccc2N1,5.8%,-1.6
Cc1cccc(N2C(=O)NC(=O)/C(=C/c3cc4c(cc3[N+](=O)[O-])OCO4)C2=O)c1,3.3%,10.4
O=c1[nH]c(=S)[nH]c(O)c1/C=C1/C=c2ccccc2=N1,16.4µM*,-21.1*
CC12CCCCC1=NC(c1ccc(Br)cc1)N2O (stereo unspecified),?,.
Fc1ccccc1CCNCc1ccccc1,?,.
CN1CCc2c(C#N)c(Cl)nc(Cl)c2C1,?,.
COc1ccc(CCn2c(O)c(C=NCCCO)c(=O)[nH]c2=O)cc1OC,?,.
O=P(O)(O)COc1ccccc1P(=O)(c1ccccc1)c1ccccc1,16.4µM*,-21.4*
O=C(c1ccc(Cl)cc1)C1CCCN(Cc2ccc3nonc3c2)C1 (stereo unspecified),5.7%,7.3
O=C1C2CCCN2C(c2ccncc2)N1c1ccc(Cl)c(Cl)c1 (stereo unspecified),-6.5%,-18.3
CN1CC(C(=O)c2cccc(C(F)(F)F)c2)C(c2ccc(Cl)cc2)C1 (stereo unspecified),?,.
O=C(C[N+]12CCC(CC1)C(O)C2)c1ccc(Br)cc1 (stereo unspecified),25.1%,.
CCc1cccc(NC(=O)Cn2c(=O)oc3cc(S(=O)(=O)N4CCOCC4)ccc32)c1,?,.
CC(NCc1cccc(Cl)c1Cl)C(O)c1ccccc1 (stereo unspecified),?,.
CCC(=Nc1ccc2c(c1)CCC2)c1c(O)n(-c2ccc(OC)cc2)c(=O)[nH]c1=O,?,.
Cc1cc(/C=C2\C(=O)NC(=O)N(Cc3ccco3)C2=O)c(C)n1-c1ccc(C(=O)O)cc1,-20.9%,-10.9
COC(=O)C1=C(c2ccc(-c3ccccc3)c(F)c2)C[C@@H]2CC[C@H]1N2C(=O)NCCOc1ccccc1Cl,14.6µM*,-24.1*
CN1/C(=C\C=C2C(=O)NC(=S)NC2=O)C(C)(C)c2ccccc21,?,.
COc1nc(NCC2CCCO2)nc(N2CC3CC(C2)c2cccc(=O)n2C3)n1 (stereo unspecified),i,-13.3
Cn1c(O)c(C(=O)c2ccccc2F)c(=O)n(C)c1=O,?,.
CN1C(=O)C(=Cc2coc3ccccc3c2=O)C(=O)N(C)C1=O,0.9%,.
N=Cc1c(O)n(-c2ccc(C34CC5CC(CC(C5)C3)C4)cc2)c(=O)[nH]c1=O,-1.9%,.

4 entries out of the list, ordered by SMILES length, descending:
structure,S3 lipid droplet,S3 lipid droplet cell count max
CCc1cccc(NC(=O)Cn2c(=O)oc3cc(S(=O)(=O)N4CCOCC4)ccc32)c1,?,.
CN1/C(=C\C=C2C(=O)NC(=S)NC2=O)C(C)(C)c2ccccc21,?,.
O=C(C[N+]12CCC(CC1)C(O)C2)c1ccc(Br)cc1 (stereo unspecified),25.1%,.
CC(NCc1cccc(Cl)c1Cl)C(O)c1ccccc1 (stereo unspecified),?,.

Continued:
structure,S3 lipid droplet,S3 lipid droplet cell count max
O=c1[nH]c(N2CCN(Cc3ccc4c(c3)OCO4)CC2)nc2c1CCC2,?,.
CCOP(=O)(OCC)/C(C#N)=C/c1ccc(Br)cc1,-21.2%,8.1
CC(Cc1ccccc1)NC=O (stereo unspecified),29.3%,1.7
NCC(CC(=O)O)c1ccc(Cl)cc1 (stereo unspecified),?,.
COc1ccccc1CN1CCN(C(=O)COc2ccc3ccccc3c2)CC1,?,.
CCN(CC)CCCNC(=O)c1c(O)c2ccccc2n(Cc2ccccc2)c1=O,-0.4%,-1.5
COC(=O)N1CCN(C(=O)Cc2ccc(Cl)c(Cl)c2)C(CN2CCCC2)C1 (stereo unspecified),-0.1%,.
C[C@H]1CC[C@@H]2N(C1)C[C@H]1[C@@H]3C[C@H]4[C@@H](CC(=O)[C@H]5C[C@@H](O)CC[C@@]54C)[C@@H]3CC[C@H]1[C@]2(C)O,?,.
O=C1NC(=S)N(c2ccc(F)cc2)C(=O)/C1=C\c1ccoc1,?,.
COc1cc(/C=N/NC(=O)Cn2c([N+](=O)[O-])cnc2C)ccc1OC(=O)N(C)C,i,23.1
COc1cc2c(cc1OC)C(C(=O)NCCC(C)C)C1CCCCN1C2=O (stereo unspecified),?,.
Fc1ccc2c(c1)nnn2C1CCN(Cc2c(Cl)cccc2Cl)CC1,4.0%,3.7
CC(=O)N1CN2CN(C(C)=O)CC(C(=O)c3ccc(Br)cc3)(C2)C1,-7.4%,-1.4
Cn1cc(C(=O)OCC(=O)NC2(C#N)CCCC2)c2ccccc21,?,.
O=C(C1CCCO1)N1CCC2(CC1)OCCO2 (stereo unspecified),?,.
CC/C(=N\Nc1ccccc1)c1c(O)[nH]c(=O)[nH]c1=O,8.1%,-1.0
OCC#CC[N+]1(CC#Cc2ccccc2)CCCC1,-1.5%,17.7
CN1CC=C2C(C#N)=C(N)C(C#N)(C#N)C(c3ccncc3)C2C1 (stereo unspecified),?,.
CC(C)CN1CCN(Cc2cccc3c2OCO3)CC1CCO (stereo unspecified),?,.
O=C(c1cc(C(=O)NCc2ccccc2)c(=O)n(Cc2ccccc2)c1)c1cc(Cl)ccc1O,?,.
C=CCNC(=S)/N=C/c1c(O)[nH]c(=O)[nH]c1=O,?,.
Cc1nn(Cc2ccccc2Cl)c(Cl)c1C(=O)OCC(=O)NCc1ccco1,?,.
CC1CCC(N2CCN(C(=O)COc3ccccc3)CC2)CC1 (stereo unspecified),?,.
CCNc1cc(N2CCN(C)CC2)ccc1[N+](=O)[O-],5.7%,.
COCCOC(=O)C1=C(N)OC(C)=C(C(=O)OC)C12C(=O)Nc1ccccc12 (stereo unspecified),?,.
COC(=O)C1=C(c2ccc(OC)c(OC)c2)C[C@@H]2CC[C@H]1N2C(=O)NC1Cc2ccccc2C1,?,.
CC(N=Cc1c(O)[nH]c(=O)[nH]c1=O)c1ccccc1 (stereo unspecified),?,.
N#CC1=C(N)Oc2c(c(=O)oc3ccccc23)C1c1ccc(OC(=O)N2CCOCC2)cc1 (stereo unspecified),?,.
CS(=O)(=O)NNP(=O)(NNS(C)(=O)=O)NC(=O)c1ccccc1,-0.2%,0.8
CCOC(=O)C1C(=O)N(C)C2(C)CC1c1cc(OC)ccc1O2 (stereo unspecified),?,.
O=C(CN1CCN(c2ccccc2F)CC1)Nc1cccnc1Cl,?,.
Cc1ccsc1C(=O)C1CCCN(Cc2sc(N(C)C)nc2Cl)C1 (stereo unspecified),-3.0%,-9.1
O=C1NC(=O)N(CCc2ccc(F)cc2)C(=O)/C1=C/C=C/c1ccccc1,?,.
CCN(CC)C(=O)c1ccc(NC(=O)C2=C(C)OCCS2)cc1,?,.
COC(=O)C1=C(c2cccc(OCc3ccccc3)c2)C[C@@H]2CC[C@H]1N2C(=O)NCc1ccc(F)cc1,i,10.4
O=C1NC(=O)N(c2ccccc2)C(=O)/C1=C\C=C\c1ccccc1,?,.

This is a subset, so the mix of outcomes need not match the whole.
